High-throughput results: PubChem, National Center for Advancing Translational Sciences (NCATS)
KAT2A inh: qHTS Assay for Inhibitors of GCN5L2; 390,000 compounds, 0.21% hits; Potency, µM (series often up to 58.9 µM), without a hit: top-dose activity change, negative = inhibition, usual class: inhibitors; GCN5L2 HAT assay, ThioGlo1 CoA-SH fluorescence
Target sequence (Q92830 whole entry, looked up): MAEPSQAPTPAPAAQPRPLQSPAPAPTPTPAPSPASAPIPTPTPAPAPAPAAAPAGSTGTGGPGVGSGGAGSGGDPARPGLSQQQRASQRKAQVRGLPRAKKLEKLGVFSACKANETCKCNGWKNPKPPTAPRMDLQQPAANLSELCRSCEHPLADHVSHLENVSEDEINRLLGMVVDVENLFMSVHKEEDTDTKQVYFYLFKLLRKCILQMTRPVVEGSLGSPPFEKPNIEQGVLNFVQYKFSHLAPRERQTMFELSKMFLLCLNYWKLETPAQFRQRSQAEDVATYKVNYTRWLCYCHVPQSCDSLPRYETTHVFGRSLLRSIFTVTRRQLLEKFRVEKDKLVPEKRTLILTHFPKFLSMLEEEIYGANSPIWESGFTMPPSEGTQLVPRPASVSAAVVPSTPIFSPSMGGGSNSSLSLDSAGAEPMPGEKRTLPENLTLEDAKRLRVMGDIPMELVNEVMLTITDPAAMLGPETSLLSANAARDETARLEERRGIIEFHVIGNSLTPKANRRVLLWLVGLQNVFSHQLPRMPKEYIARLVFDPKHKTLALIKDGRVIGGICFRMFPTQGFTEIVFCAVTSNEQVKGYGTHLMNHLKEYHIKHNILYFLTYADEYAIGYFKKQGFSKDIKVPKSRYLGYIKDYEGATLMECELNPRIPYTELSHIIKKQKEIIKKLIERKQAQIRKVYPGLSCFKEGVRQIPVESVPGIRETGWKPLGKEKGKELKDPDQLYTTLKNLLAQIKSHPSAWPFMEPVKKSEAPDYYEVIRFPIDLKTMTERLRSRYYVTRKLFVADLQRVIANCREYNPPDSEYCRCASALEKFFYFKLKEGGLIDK
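GCN5L2 (20 nM) in 50mM HEPES pH 7.5, 0.1mM EDTA, 0.01% Tween-20 preincubated 15 min with compounds at room temperature. Reaction started with H3(1-25) 75uM, acetyl-CoA 70uM, ThioGlo1 50uM; CoA-thiol fluorescence (Ex340/Em540) read at 0 and 20 min.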
DT40 TDP1 no CPT: qHTS for Inhibitors of human tyrosyl-DNA phosphodiesterase 1 (TDP1): qHTS in cells in absence of CPT; DT40 Tdp1-/- hTDP1 cells, no CPT, ATP luminescence, 48 h; Potency, µM (top dose mostly 46.2 µM), for inactives: at the highest dose activity change, negative = growth inhibition, most hits filed as inhibitors; 420,000 compounds, 15% hits; AID 686978, 2013; further: nearly all actives have a fitted effect of over 55% in size
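DT40 Tdp1-/-;hTDP1 cells, no CPT (DMSO vehicle only), 400 cells/well; compounds pin-transferred; ≥48 hr, 37 °C; CellTiter-Glo 30 min RT dark, luminescence read.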
DT40 TDP1 CPT: qHTS for Inhibitors of human tyrosyl-DNA phosphodiesterase 1 (TDP1): qHTS in cells in presence of CPT. Potency, µM (titrated, usually from 46.2 µM), for the others: at the highest dose activity change, negative = growth inhibition, hits mostly inhibitors. 420,000 compounds, 12% hits. AID 686979, 2013. chicken DT40 Tdp1-/-;hTDP1 cells + 20 nM CPT, ATP luminescence, 48 h; further: nearly all actives have a fitted effect of over 55% in size
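Chicken DT40 Tdp1-/- cells stably complemented with human TDP1 were seeded at 400 cells/well in medium containing 20 nM camptothecin, exposed to pin-transferred compounds, and grown at 37 °C for at least 48 hr. Viability was read as ATP luminescence.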
Numbers without * were called inactive; ? = inconclusive; . = no result given; & = joins results of further samples; ! = not confirmed by another sample; [ ] = another dose, or the depositor's remark. The call rests on the fitted dose curve; in most records, active means well fitted curve in the direction sought with a large enough effect; inconclusive means small, poorly fitted or top-dose-only effect, or another doubt; inactive means no such curve, though single readings can be large; an effect the other way counts as inactive or inconclusive. On the % scale 0 is the no-effect control and ±100 the full control effect; potency means the concentration at half of the fitted maximal effect. Not all compounds are listed (hit frequency here may not be typical).

SMILES	KAT2A inh	DT40 TDP1 no CPT	DT40 TDP1 CPT
O=C(NCCCn1ccnc1)/C(=C\c1ccccc1Cl)NC(=O)c1ccccc1	-14%	-1%	-4%
Cc1c(CCC(=O)O)c(=O)oc2c(C)c(OCc3ccccc3Cl)ccc12	1%	-2%	7%
O=C(Nc1cc([N+](=O)[O-])ccc1F)c1ccc2c(c1)OCCO2	-8%	-2%	26%
CNC(C)C#Cc1ccc2sc3cccc(OC)c3c(=O)c2c1 (stereo unspecified)	-7%	15µM*	?
CC(Oc1ccc(Br)cc1)C(=O)Nc1cc(Cl)ccc1N1CCN(C)CC1 (stereo unspecified)	-27%	?	?
COc1ccc(CN2Cc3ccccc3OC(c3ccccc3OC)C2)c(O)c1 (stereo unspecified)	.	?	-1%[9.04 µM]
CC(=O)N1CCN(C(=S)NC(=O)c2ccc(F)cc2)CC1	0%	12%	-1%
Cc1ccc(CN(C)C(=O)COC(=O)CSc2ccc(C(N)=O)cc2[N+](=O)[O-])cc1	1%	-20%	-4%
COc1ccc(CC(=O)Nc2cccc(/C(C)=N/NC(=O)c3cccc([N+](=O)[O-])c3)c2)cc1	25%	?	-26%
CC(C)(C)NC(=O)NC(=O)COC(=O)Cc1c(Cl)cccc1Cl	-5%	-28%	-1%
COCCn1c(=O)[nH]c(=O)c2cc(C(=O)c3cc(Cl)ccc3O)cnc21	6%	?	-16%
COc1ccccc1Nc1c([N+](=O)[O-])cc(C)cc1[N+](=O)[O-]	-6%	-22%	-7%
COCCNC(=O)C1(C)CCN(Cc2ccccc2C#N)C1 (stereo unspecified)	.	5%	-21%
COc1ccc(-c2nc3c4ccccc4ccn3c2Cc2ccsc2)cc1OC	.	?	?
CCC[N+](CC#Cc1ccccc1)(CCC)CC(=O)OC	-5%	4%	?
CCCCCCC(O)(c1ccccc1)C(CN1CCOCC1)c1ccccc1 (stereo unspecified)	-5%	23µM*	18µM*
CCc1cccc(CC)c1NC(=O)Cn1nnc2sc3c(c2c1=O)CCCC3	-16%	8.2µM*	?
Cn1c(NC(=O)c2ccc(Cl)cc2)c(-c2ccccn2)c(=O)c2ccccc21	-7%	-7%	-16%
COc1ccc2c(c1)c(=O)oc1cc3occ(C(C)(C)C)c3cc12	-5%	-23%	-17%
Nc1c(C(=O)NCc2ccc(Cl)cc2)sc2nc3c(c(C(F)(F)F)c12)CCC3	-2%	?	-21%
COc1ccccc1NS(=O)(=O)c1cccc(NC(=O)c2[nH]c(C)c(C(C)=O)c2C)c1	-1%	16µM*	?
CCN(CC)C(=O)Cn1cc(S(=O)(=O)CC(=O)NCc2ccc(F)cc2)c2ccccc21	-5%	-7%	-21%
CCOC(=O)CC1C(=O)NCCN1Cc1cccc(C(F)(F)F)c1 (stereo unspecified)	-11%	-15%	-5%
CC(=O)Nc1sc(C)c(C)c1C(=O)OCC(=O)Nc1cc(S(=O)(=O)N2CCCCC2)ccc1Cl	2%	0%	-10%
O=C(Cn1c(COc2ccc(Cl)cc2)nc2ccccc21)NCC(F)(F)F	26%	-14%	?
COc1cc(C)ccc1OCCCOc1cc(C)ccc1Cl	.	?	?
CCN1CC(CN(C)Cc2nc(-c3ccc(Cl)cc3)no2)CC1=O (stereo unspecified)	0%	16µM*	16µM*
Cc1ccnc(NC(=O)c2ccc3c(c2)C(=O)N(CCC(C)C)C3=O)c1	0%	-13%	-24%
COc1ccc(-c2nc3cc(C)c(Br)c(C)n3c2CC(C)(C)C)cc1OC	.	-26%	-12%
CCOC(=O)c1cnc2c(ccc3ccccc32)c1Nc1cccc(Cl)c1	-1%	-20%	-5%
COc1cc(CN2CCN(Cc3ccccc3C(F)(F)F)CC2)cc(OC)c1OC	-3%	26µM*	?
COc1ccc(S(=O)(=O)c2ccc(OC)c(OC)c2)cc1OC	-3%	-3%	6%
O=c1cc(-c2ccccc2)[nH]c2ccc(F)cc12	-11%[135 µM]	0.52µM*	0.92µM*
CCCCNC(=O)CCN1N=C(c2ccccc2)CCC1=O	-4%	-2%	-22%
COc1ccccc1CNC(=O)CC(c1ccc(F)cc1)N1Cc2ccccc2C1=O (stereo unspecified)	0%	23µM*	?
CCOC(=O)CCn1c(=O)c2c(nc(Br)n2Cc2ccccc2)n(C)c1=O	-1%	-51%	-15%
O=C(c1ccccc1)N(Nc1ccccc1)c1ccccc1	-3%	?	-8%
CC(=O)C1=C(O)C(=O)N(CCCn2ccnc2)C1c1ccc(Br)cc1 (stereo unspecified)	1%	0%	3%
CC(C)c1ccc(S(=O)(=O)N2CCN(CC(=O)Nc3ccc(Cl)cc3F)CC2)cc1	4%	-6%	-15%
COc1ccc(Cl)cc1C(=O)NC1CC(C)(C)NC(C)(C)C1	.	17%	-1%
CN(C(=O)c1ccccc1Cl)c1ccccc1	2%	-1%	0%
O=C(Cc1ccc(Cl)cc1Cl)OCC(=O)c1ccc[nH]1	-6%	-12%	-10%
O=C1CN(C(=O)COC(=O)c2cc(S(=O)(=O)N3CCOCC3)ccc2Cl)c2ccccc2N1	-7%	-6%	5%
Cc1cccc(NC(=O)COc2cccc3c2CCN(C)C3=O)c1	-1%	?	?
O=C(CSc1nc2[nH]ncc2c(=O)[nH]1)Nc1cccc([N+](=O)[O-])c1	1%	0%	-5%
CCCCN(CC)CCCNC(=O)c1cn(C)c2ccc(S(=O)(=O)N(C)C3CCCCC3)cc2c1=O	-9%&-2%	?	?
Cc1cccc(N2C(=O)C(CC(=O)Nc3ccc(F)cc3)N(C3CCCC3)C2=O)c1 (stereo unspecified)	0%	?	?
Cc1cc(C)nc(N2CCN(C(=O)c3ccc(S(=O)(=O)N4CCCCCC4)cc3)CC2)n1	0%	16µM*	26µM*
NC(=O)CC(NC(=O)Cc1ccc(Br)cc1)c1ccc(NC2CCCCCC2)c([N+](=O)[O-])c1 (stereo unspecified)	-2%	?	18µM*
COc1cc(-c2coc3c(C(=O)NCc4ccncc4)cccc23)ccc1O	.	-91%	-99%
CCOc1ccc(S(=O)(=O)NCc2cccnc2)cc1C	7%	-7%	2%
Cc1cc(OC(C)C(=O)N2CCC(c3nc4ccccc4o3)CC2)ccc1Cl (stereo unspecified)	-9%	15µM*	23µM*
Cc1ccc(S(=O)(=O)N(C)CC(=O)O/N=C(\N)c2ccc([N+](=O)[O-])cc2)cc1	-11%	6%	-28%
CCOc1ccc2c(O)csc2c1	-10%	-20%	-1%
Cc1c(CC(=O)NCCC(=O)O)c(=O)oc2cc3occ(-c4ccccc4)c3cc12	-5%	12%	59%[activator]
CN(Cc1ccccc1)c1nc2c(c(=O)[nH]c(=O)n2C)n1Cc1ccccc1	2%	?	-29%
COC(=O)CNC(=O)CCCCC(=O)NCC(=O)OC	31%[activator]	-4%	-11%
O=C(CSc1nnc(-c2ccc(C(F)(F)F)cn2)s1)c1ccc(Cl)cc1	2%	-1%	4%
Cc1cc2c(cc1C)-c1nnnn1C(C)(C)C2	0%	-4%	-16%
COc1ccc2c(c1)C(C)(Cc1ccc(C(=O)c3ccccc3)cc1)C(=O)N2 (stereo unspecified)	.	?	?

Part of the list above in another layout:
CCN1CC(CN(C)Cc2nc(-c3ccc(Cl)cc3)no2)CC1=O (stereo unspecified)
  KAT2A inh: 0%; DT40 TDP1 no CPT: 16µM*; DT40 TDP1 CPT: 16µM*

Cc1ccnc(NC(=O)c2ccc3c(c2)C(=O)N(CCC(C)C)C3=O)c1
  KAT2A inh: 0%; DT40 TDP1 no CPT: -13%; DT40 TDP1 CPT: -24%

COc1ccc(-c2nc3cc(C)c(Br)c(C)n3c2CC(C)(C)C)cc1OC
  KAT2A inh: .; DT40 TDP1 no CPT: -26%; DT40 TDP1 CPT: -12%

CCOC(=O)c1cnc2c(ccc3ccccc32)c1Nc1cccc(Cl)c1
  KAT2A inh: -1%; DT40 TDP1 no CPT: -20%; DT40 TDP1 CPT: -5%

Next compounds:
SMILES	KAT2A inh	DT40 TDP1 no CPT	DT40 TDP1 CPT
COc1ccc(C)cc1NC(=O)CCN1CCN(c2ccccc2F)CC1	3%	?	?
CCOC(=O)C(C)Sc1nc2c(cnn2-c2ccc(F)cc2)c(=O)[nH]1 (stereo unspecified)	-4%	?	21µM*
Cc1ccccc1-c1cncnc1Nc1ccccc1	-28%	1%	3%
Cc1cc2c(cc1S(=O)(=O)N(CCN(C)C)Cc1ccco1)OCC(=O)N2	-17%	-18%	-15%
COc1cc(C)ccc1S(=O)(=O)NC(=O)C1(C)CCN1C(=O)C1(c2ccc(Cl)cc2)CCC1 (stereo unspecified)	.	3%	-4%
O=C(/C=C/c1ccccc1[N+](=O)[O-])NCc1cccnc1	-1%	10%	1%
CN1OC(COC(=O)c2ccc(Cl)cc2Cl)CC1c1ccccc1 (stereo unspecified)	-5%	-4%	-20%
CS(=O)(=O)N1CCC2(CCN(Cc3ccncc3)CC2)CC1	-26%	-27%	-24%
CCN1C(=O)/C(=C\N(C)C)NC1=S	-10%	-14%	27%
C[n+]1cccc(/C=N/NC(=O)CC23CC4CC(CC(C4)C2)C3)c1	-8%	-26%	-3%
COCCc1nc2ccc(C(=O)N(C)Cc3cccc(-n4nc(C)cc4C)c3)cc2o1	-27%	-2%	4%
O=C1[C@@H](Oc2ccccc2)[C@@H](c2cnc3ccccc3c2)N1c1ccccc1	-14%	15µM*	21µM*

Four entries from above, with values under each structure:
Values run as follows: KAT2A inh | DT40 TDP1 no CPT | DT40 TDP1 CPT
CCN1C(=O)/C(=C\N(C)C)NC1=S
→ -10% | -14% | 27%
COc1ccc(C)cc1NC(=O)CCN1CCN(c2ccccc2F)CC1
→ 3% | ? | ?
Cc1cc2c(cc1S(=O)(=O)N(CCN(C)C)Cc1ccco1)OCC(=O)N2
→ -17% | -18% | -15%
COc1cc(C)ccc1S(=O)(=O)NC(=O)C1(C)CCN1C(=O)C1(c2ccc(Cl)cc2)CCC1 (stereo unspecified)
→ . | 3% | -4%

Complete entries, looked up by structure. Order of screens: KAT2A inh | DT40 TDP1 no CPT | DT40 TDP1 CPT
Cc1c(CCC(=O)O)c(=O)oc2c(C)c(OCc3ccccc3Cl)ccc12 reads 1% | -2% | 7%
COc1ccc(C)cc1NC(=O)CCN1CCN(c2ccccc2F)CC1 reads 3% | ? | ?
O=C(Cn1c(COc2ccc(Cl)cc2)nc2ccccc21)NCC(F)(F)F reads 26% | -14% | ?
O=C1[C@@H](Oc2ccccc2)[C@@H](c2cnc3ccccc3c2)N1c1ccccc1 reads -14% | 15µM* | 21µM*
CS(=O)(=O)N1CCC2(CCN(Cc3ccncc3)CC2)CC1 reads -26% | -27% | -24%

Continuation.
SMILES	KAT2A inh	DT40 TDP1 no CPT	DT40 TDP1 CPT
COc1ccccc1NC(=O)CSc1nnc(NC(=O)C2CC2)s1	1%	-25%	1%
COc1ccc(OC)c(N2C(=O)CC(Cc3ccc(C)cc3)C2=O)c1 (stereo unspecified)	-4%	-29%	-2%
c1coc(CNc2ncnc3[nH]ncc23)c1	1%	?	11µM*!
COc1cc(C(=O)N2CCNC(=O)C2CC(=O)Nc2ccc(C)c(C)c2)cc(OC)c1OC (stereo unspecified)	1%	-18%	-1%
COCOCCn1cc(CN2CCS(=O)(=O)N(Cc3ccc(-c4ccc(Cl)cc4)cc3)C(C(C)C)C2=O)nn1 (stereo unspecified)	.	21µM*	18µM*
COCCCNC(=O)CCCCn1c(=O)c2ccccc2n(CC(=O)Nc2ccc(C)cc2C)c1=O	-7%	0%	-3%
Cc1cc(OCCSc2nnc(-c3cccs3)n2C)ccc1Cl	-13%	?	?
Cc1ccc(-c2cc(N)n[nH]2)cc1	2%	-3%	?
CN(CCO)S(=O)(=O)c1ccc2c(c1)C(=NO)c1cc(S(=O)(=O)N(C)CCO)ccc1-2	-2%	12µM*	-22%
COc1ccccc1OCCNC(=O)CCS(=O)(=O)c1ccccc1	0%	-1%	-3%
